# Platelet DG rel – inhibitors of platelet dense granule secretion, primary screen, cell-based, MLPCN, human platelets; human platelet-rich plasma, SFLLRN dense granule ATP release, luminescence; inhibition, %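 (compounds screened at 7.5 µM in platelet-rich plasma)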; 0.22% of 300,000 active; AID 1663, 2009;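 active = mean replicate score, as percent of positive control, at or above 50; inconclusive = mean below 50 but at least one replicate at or above 50; inactive = mean and every replicate below 50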
# TRPC4 agonist – activators of mouse TRPC4 channel, primary screen, Fluo4 calcium, HEK293 TRPC4beta/mu-opioid cells. Short transient receptor potential channel 4 (Mus musculus), Q9QUQ5. Fluo4 calcium fluorescence; stronger effect = higher value. B-score at 10 µM. 0.49% of 310,000 active. AID 2237, 2010;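 active = B-score above 5 SD of library B-scores, and initial fluorescence ratio not above library mean plus 5 SD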;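 note: positive B-score marks a calcium rise read as TRPC4 activation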
#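 Test system: HEK293 cells stably co-expressing mouse TRPC4beta and mu-opioid receptor | Schedule: Fluo4 dye loading 45 min at room temperature, 110 s recording | Measured by: Kinetic Fluo4 calcium fluorescence, 5 s baseline at 1 Hz | Evaluation: B score of integrated ratio | Controls: Buffer (low) and maximal DAMGO (high)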
# TRPC4 PAM – positive allosteric modulators of TRPC4, primary screen, cell-based, mouse TRPC4beta, HEK293 mu-opioid, Fluo-4 calcium. DAMGO EC20, Fluo-4 Ca2+ flux; stronger effect = higher value. 0.42% of 310,000 active. B-score at 10 µM;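 active = B-score of calcium response area above 5 SD of library B-scores, with initial fluorescence ratio within 5 SD of library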;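 note: B-score of integrated fluorescence ratio over time as area under calcium response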
# PolyA inh – polyadenylation inhibitors in yeast reporter cells, primary screen, luminescence, S. cerevisiae | 0.02% of 300,000 active | S. cerevisiae SKY197-pL101 polyadenylation reporter, beta-gal luminescence; efflux-impaired pdr1/pdr3 knockout yeast; score 100 = 6 SD above DMSO | calls only at 12 µM | AID 1875, 2009;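 active = lowest replicate activity score at least 50, where 100 means six control SD above control mean; inconclusive = lowest score under 50 but half or more replicates reach 50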;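 note: yeast exposed to compound for 9 h at 30 °C; higher score means more reporter readthrough which indicates perturbed polyadenylation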
# KCNQ1 pot – potentiators or activators of KCNQ1 channel, primary screen, cell-based, thallium flux, high-throughput; Potassium voltage-gated channel subfamily KQT member 1 (Homo sapiens), P51787; CHO-K1 KCNQ1, thallium flux FluxOR fluorescence; stronger effect = higher value; B-score at 10 µM; 0.35% of 310,000 active; AID 2648, 2010;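 active = fluorescence ratio B-score, a plate-corrected score, at least three library SD, with initial intensity B-score within 5 SD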
#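 Medium – assay buffer, equal DMSO in all wells · Material – CHO-K1 cell line with stable KCNQ1 potassium channel expression · Signal – kinetic FluxOR thallium fluorescence, 10-s 1-Hz baseline, 110-s post-stimulus read · Compound – single concentration per compound, DMSO matched to controls · Schedule – 37 °C overnight plating, 90-min dark dye load, 20-min compound pretreatment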
# KCNK3 block – human KCNK3 channel inhibitors, primary screen, CHO cells, FluxOR thallium flux, B-score; FluxOR fluorescence; stronger effect = lower value; Potassium channel subfamily K member 3 (Homo sapiens), O14649; 0.84% of 340,000 active; B-score at 10 µM;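 active = B-score under library mean minus 4 SD, starting fluorescence ratio at most library mean plus 5 SD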;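 note: more negative B-score means stronger inhibition of thallium flux through KCNK3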
# hERG protect – hERG rescue from dofetilide block, primary screen, cell-based, CHO-hERG, FluxOR thallium flux, dofetilide IC70; dofetilide IC70 present; 0.51% of 310,000 active; Voltage-gated inwardly rectifying potassium channel KCNH2 (Homo sapiens), Q12809; activation (rescue from dofetilide block), less the hit threshold, % at 10 µM;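 active = activation above the mean of controls blocked by dofetilide plus 5 SD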;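 note: thallium influx through hERG after potassium depolarization seen as dye fluorescence rise; in these data hits start at about 4.7%; inactives centre near -7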
# Target sequence (Q12809 whole entry, looked up): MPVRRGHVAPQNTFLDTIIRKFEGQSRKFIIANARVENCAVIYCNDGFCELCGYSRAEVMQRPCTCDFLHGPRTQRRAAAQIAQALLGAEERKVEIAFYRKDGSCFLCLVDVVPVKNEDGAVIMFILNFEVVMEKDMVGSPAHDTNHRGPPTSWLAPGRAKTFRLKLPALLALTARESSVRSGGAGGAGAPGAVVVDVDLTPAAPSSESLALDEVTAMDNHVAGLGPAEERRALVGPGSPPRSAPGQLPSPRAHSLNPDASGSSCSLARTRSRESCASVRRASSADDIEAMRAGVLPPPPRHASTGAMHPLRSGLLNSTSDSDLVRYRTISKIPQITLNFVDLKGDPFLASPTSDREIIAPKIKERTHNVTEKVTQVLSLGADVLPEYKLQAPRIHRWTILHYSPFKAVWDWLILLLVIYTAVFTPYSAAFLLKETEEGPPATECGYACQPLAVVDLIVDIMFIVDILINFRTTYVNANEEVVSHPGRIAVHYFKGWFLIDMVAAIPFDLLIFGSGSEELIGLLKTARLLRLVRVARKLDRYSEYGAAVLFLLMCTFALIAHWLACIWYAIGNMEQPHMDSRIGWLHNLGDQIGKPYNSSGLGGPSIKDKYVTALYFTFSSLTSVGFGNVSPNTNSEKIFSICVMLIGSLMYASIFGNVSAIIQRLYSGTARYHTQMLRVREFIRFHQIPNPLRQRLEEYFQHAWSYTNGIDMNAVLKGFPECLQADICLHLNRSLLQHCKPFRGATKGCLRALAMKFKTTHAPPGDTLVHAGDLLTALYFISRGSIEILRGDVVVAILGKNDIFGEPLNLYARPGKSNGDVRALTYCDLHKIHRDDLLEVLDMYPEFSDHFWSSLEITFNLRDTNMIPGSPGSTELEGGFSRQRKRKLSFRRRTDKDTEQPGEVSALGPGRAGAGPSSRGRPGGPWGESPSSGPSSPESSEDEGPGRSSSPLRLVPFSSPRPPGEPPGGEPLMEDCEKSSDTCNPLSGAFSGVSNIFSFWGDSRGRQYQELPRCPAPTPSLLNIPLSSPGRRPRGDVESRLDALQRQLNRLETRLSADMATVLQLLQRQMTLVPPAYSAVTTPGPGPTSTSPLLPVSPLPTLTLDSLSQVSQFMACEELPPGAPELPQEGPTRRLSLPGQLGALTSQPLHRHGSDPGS
# Dyrk1A ADPGlo – rat Dyrk1A kinase inhibitors, primary screen, biochemical, single point, plate reader | Dual specificity tyrosine-phosphorylation-regulated kinase 1A (Rattus norvegicus), Q63470 | ADP-Glo luminescence, NFATc1 peptide | inhibition, % at 12.5 µM | 0.43% of 310,000 active; in the data active = inhibition above about 50%;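 note: plate controls were vehicle with enzyme for no effect and no enzyme for full effect; many of its hits are not listed in these tables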
# KCNK9 inh – KCNK9 potassium channel inhibitors, primary screen, HEK293 cells, thallium flux; AID 488922, 2010; Potassium channel subfamily K member 9 (Homo sapiens), Q9NPC2; FluxOR thallium flux fluorescence; stronger effect = lower value; B-score at 10 µM; 1.2% of 310,000 active;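 active = ratio B-score over 3 SD below the library mean, with starting fluorescence within 5 SD of its mean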;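 note: negative B-score means less thallium flux so channel inhibition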
# TRPC4 inh – inhibitors of mouse TRPC4 channel, primary screen, Fluo4 calcium, HEK293 TRPC4beta/mu-opioid cells; 0.39% of 300,000 active; B-score at 10 µM; Short transient receptor potential channel 4 (Mus musculus), Q9QUQ5; DAMGO-evoked Fluo4 calcium flux; stronger effect = lower value;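 active = B-score over 3 SD under the library average, no early fluorescence shift, positive overall ratio signal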
#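 Test system – stable TRPC4beta/mu-opioid receptor HEK293 cells · Probe or stimulus – DAMGO, a submaximal dose followed by a maximal one · Dosing – one concentration per compound · Signal – Fluo4 calcium fluorescence by kinetic imaging, 5 s 1 Hz baseline · Evaluation – per-well B score of integrated baseline-normalized Fluo4 ratio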
# KCNQ1 block – inhibitors of human KCNQ1 channel, primary screen, cell-based, thallium flux, high-throughput | Potassium voltage-gated channel subfamily KQT member 1 (Homo sapiens), P51787 | CHO-K1 KCNQ1, FluxOR thallium flux fluorescence; stronger effect = higher value | B-score at 10 µM | 1.3% of 310,000 active | AID 2642, 2010;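 active = compounds whose thallium flux B-score, printed positive for inhibition, exceeds three library SD while starting fluorescence stays within three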;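 note: channel opened by potassium depolarization with thallium stimulus after 20 min compound exposure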
# Starred values were filed as active, the others as inactive; i = inactive; u = inconclusive; x = not tested or not shown. Some of the compounds tested; count on the stated rates, not on these rows.
entry	Structure	Platelet DG rel	TRPC4 agonist	TRPC4 PAM	PolyA inh	KCNQ1 pot	KCNK3 block	hERG protect	Dyrk1A ADPGlo	KCNK9 inh	TRPC4 inh	KCNQ1 block
1	O=C(CCc1ccc(O)c(O)c1)NNC(=S)Nc1ccc(Br)cc1Cl	1.4	i	i	i	i	i	-11.7	6.2	i	i	i
2	Oc1ccccc1-n1c(-c2ccccc2)ccc1-c1ccccc1	12.1	i	i	i	i	i	-12.1	-0.8	i	i	i
3	CC(OC(=O)c1oc2ccccc2c1CSC1CCCCC1)C(=O)NC(N)=O (configuration not stated)	-7.9	i	i	i	i	i	-7.6	9.6	i	i	i
4	COc1ccc(N(CC(=O)NCC2CCCO2)S(=O)(=O)c2ccccc2)cc1OC (configuration not stated)	13.4	i	i	i	i	i	-5.4	10.0	i	i	i
5	C#CCNC(=O)C1=C[C@H](c2cn(C(C)=O)c3ccccc23)C[C@H](OCc2ccc(CO)cc2)O1	8.8	i	i	i	i	i	-20.5	-11.4	i	i	i
6	CCC(C)C(NC(=O)c1ccccc1NC(=O)c1ccco1)C(=O)O (configuration not stated)	-1.6	i	i	i	i	i	-7.2	4.0	i	i	i
7	Cc1ccc(-c2nc3ncccn3c2NC(=O)C2CC2)cc1	u	i	i	i	i	i	-2.7	-2.5	i	i	i
8	CCC(C)N=C1Sc2nc3ccc(C)cc3cc2CN1CCOC (configuration not stated)	-1.2	i	i	i	i	i	-12.7	2.0	i	i	i
9	Nc1ccc(/C=C/c2ccc3ncccc3c2)cc1	10.1	i	i	i	i	i	-2.5	-5.3	i	i	i
10	COCc1nnc(NC(=O)c2ccc(S(=O)(=O)N3CCOCC3)cc2)o1	-4.8	i	i	i	i	i	-6.6	10.1	i	i	i
11	CCCc1nn(C)c(C(=O)Nc2cccc(Cl)c2)c1Cl	8.6	i	i	i	i	i	-12.0	-2.9	i	i	i
12	Cc1cccnc1NC(=O)C1c2ccccc2Oc2ccccc21	-18.8	i	i	i	i	i	-3.1	2.4	i	i	i
13	CCC(C)(C)n1nnnc1CN(Cc1cccs1)Cc1cc2cc(OC)ccc2[nH]c1=O	-7.8	i	11*	i	i	i	-21.6	-10.2	i	i	i
14	CC(NCC(O)COC1CCC(C(C)(C)C)CC1)c1ccccc1 (configuration not stated)	-1.3	i	i	i	i	i	-14.3	-2.5	i	i	i
15	CCN(CC)CCN1C(=O)C(=O)/C(=C(/O)c2cnn(-c3ccccc3)c2C)C1c1cccnc1 (configuration not stated)	3.0	i	i	x	i	i	-6.7	-8.7	i	i	i
16	Nc1c(C(=O)c2ccccc2)sc2nsc(SCCN3CCCC3)c12	7.3	86*	i	i	i	i	-26.4	2.7	i	i	8*
17	COC(=O)c1cc(C)nc(Sc2ccccc2N)n1	-3.0	i	i	i	i	i	-7.0	x	i	i	i
18	CCNCc1nc2cc(Cl)ccc2c(=O)[nH]1	-3.8	i	i	i	i	i	-10.2	2.8	i	i	i
19	CC(C)Nc1nc(-c2ccncc2)nc(-c2ccccc2)c1C#N	-5.8	i	i	i	i	i	-6.9	-4.6	i	i	i
20	O=C(O)CCC(=O)Nc1ccc(C(=O)OCC(=O)c2ccc(Cl)cc2Cl)cc1	0.8	i	i	i	i	i	-7.5	2.1	i	i	i
21	O=C(NCc1ccccc1Cl)c1cnc2n(c1=O)CCS2	-6.6	i	i	i	i	i	-0.5	0.3	i	i	i
22	CCOC(=O)C1=C(CC)Nc2ccccc2N=C1NC(=O)c1ccc(OC)c(S(=O)(=O)N2CCCCC2C)c1 (configuration not stated)	0.6	i	i	i	i	i	-12.1	-1.4	i	i	i
23	COc1ccc(N2CCN(C(c3cccs3)C(C)NC(=O)c3ccco3)CC2)cc1 (configuration not stated)	7.2	i	i	i	i	i	-5.8	-1.7	i	i	i
24	Cc1ccc(SCCC(=O)NCc2ccccn2)cc1	-0.5	i	i	i	i	i	-3.5	-3.3	i	i	i
25	Cc1ccc(N=Cc2c(O)c3ccccc3oc2=O)c(C)c1	3.0	i	i	i	i	i	-3.5	-1.3	i	i	i
26	O=C(CSc1ccc2nnc(CCNC(=O)c3ccc(F)cc3)n2n1)NCc1ccco1	-14.4	i	i	i	i	i	-0.9	x	i	i	i
27	CC1CCCCC1NC(=O)c1ccc(S(=O)(=O)NNC(=O)c2ccncc2)cc1 (configuration not stated)	-4.4	i	i	i	i	i	-9.4	3.5	i	i	i
28	CN(C)CCN(C(=O)c1cccs1)c1nc2cc3c(cc2s1)OCCO3	-2.3	i	i	i	i	i	-11.5	-3.3	i	i	i
29	O=C(Nc1cc(Cl)ccc1-n1cncn1)c1ccco1	2.7	i	i	i	i	i	-8.6	8.0	i	i	i
30	CCN1CCN(c2ncc(C(=O)N3CCCc4ccccc43)c3ccccc23)CC1	-6.2	i	i	i	i	i	-4.7	-6.3	i	i	i
31	COc1ccc(N2CCN(C(=O)COCC(=O)O)CC2)cc1	7.1	i	i	i	i	i	-11.8	-3.0	i	i	i
32	CC(OC(=O)C1CCN(S(=O)(=O)c2ccc(Cl)cc2)CC1)C(=O)NC1CCCCC1C (configuration not stated)	14.6	i	i	i	i	i	-12.8	1.2	i	i	i
33	O=C(NCCN1CCOCC1)c1cc(-c2ccc(Cl)cc2)on1	1.6	i	i	i	i	i	-4.9	-10.9	i	i	i
34	CC(C)(C)NC(=O)C(c1cccs1)N(Cc1ccc(F)cc1)C(=O)c1csnn1 (configuration not stated)	8.5	i	i	i	i	i	-2.4	-5.9	i	i	i
35	COc1ccc(NC(C)C(=O)N/N=C/c2cc(Br)ccc2OC)cc1 (configuration not stated)	3.9	i	i	i	i	i	-6.0	-3.3	i	i	i
36	O=C(COc1c(Cl)cccc1Cl)NN1C(=O)CSC1=S	3.6	i	i	i	i	i	-2.8	-2.6	i	i	i
37	COc1ccccc1C(=O)NCCC(=O)N(C)Cc1cccs1	-1.9	i	i	i	i	i	-2.6	6.6	i	i	i
38	C/C(=N\NC(=S)Nc1ccc(F)cc1)c1ccc2c(c1)OCCO2	-2.6	i	i	i	i	i	-5.7	0.8	i	i	i
39	O=C(C1CCC1)N1CCc2cc(S(=O)(=O)N3CCc4ccccc4C3)ccc21	-3.4	i	i	i	i	x	-5.4	x	i	i	i
40	Cn1c(=O)c2c(nc(CN3CCN(C(=O)c4ccco4)CC3)n2Cc2ccccc2F)n(C)c1=O	0.2	i	i	i	i	i	-6.8	6.3	i	i	i
41	Fc1ccccc1CNC(=S)NC1CCCCC1	-6.2	i	i	i	i	i	-7.0	6.0	i	i	i
42	CCOCc1nnc(NC(=O)C2CC(=O)N(C3CCCC3)C2)s1 (configuration not stated)	15.5	i	i	i	i	i	-6.3	-7.4	i	i	i
43	O=S(=O)(O)c1nc2ccccc2[nH]1	-25.3	i	i	i	i	i	-11.1	-0.7	i	i	i
44	CCc1ccc(C2(C)SC(NC(C)=O)=NN2C(C)=O)cc1 (configuration not stated)	-9.1	i	i	i	i	i	-9.6	1.1	i	i	i
45	CCC(Oc1ccccc1)C(=O)NC1C(=O)N2C1SC(C)(C)C2C(=O)O (configuration not stated)	2.3	i	i	i	i	i	-3.5	-3.8	i	i	i
46	O=C(O)C1CCCCC1C(=O)NCc1ccccn1 (configuration not stated)	4.7	i	i	i	i	i	-17.1	-1.1	i	i	i
47	Clc1ccc(-c2nnc(SCc3nc4ccccc4[nH]3)o2)c(Cl)c1	0.7	i	i	i	i	i	-2.1	1.0	i	i	i
48	CCCCNC(=O)N(c1c(N)n(Cc2ccccc2)c(=O)[nH]c1=O)C1CCCC1	6.3	i	i	i	i	i	0.7	0.2	i	i	i
49	Cc1cc2c3c(c1)C1(C(=O)N3C(C)(C)CC2C)C(C#N)=C(N)OC2=C1C(=O)CC(C)(C)C2 (configuration not stated)	-1.5	i	i	i	i	i	-0.3	-7.2	i	i	i
50	COc1cc(C)ccc1N(CCCN1C(=O)c2cccc3cccc(c23)C1=O)C(=O)c1cccs1	9.9	i	i	i	i	i	-22.0	-3.4	-14.1*	i	i
51	CN(CCCC(=O)Nc1ccccc1F)S(=O)(=O)c1ccc(F)cc1	12.2	i	i	i	i	i	-2.4	0.1	i	i	i
52	O=C(O)CC1COc2ccccc2N1C(=O)c1ccccc1Cl (configuration not stated)	0.5	i	i	i	i	i	-8.8	0.3	i	i	i
53	Cc1[nH]n2c(=O)c3c(nc2c1-c1ccccc1)CCCC3	0.3	i	i	i	i	i	-8.5	-1.6	i	i	i
54	COc1ccc(-c2nnc(-c3ccc(Br)o3)o2)cc1OC	-2.4	i	i	i	i	i	-12.2	-1.6	i	i	i
55	CCOc1ccccc1OCCn1nc2ccccc2n1	-10.4	i	i	i	i	i	-6.8	-7.6	i	i	i

# An excerpt from above, showing only TRPC4 inh:
no. | molecule | TRPC4 inh
49 | Cc1cc2c3c(c1)C1(C(=O)N3C(C)(C)CC2C)C(C#N)=C(N)OC2=C1C(=O)CC(C)(C)C2 (configuration not stated) | i
50 | COc1cc(C)ccc1N(CCCN1C(=O)c2cccc3cccc(c23)C1=O)C(=O)c1cccs1 | i

# Bioassay records from PubChem BioAssay.
